TRPC4 block – blocks the mouse TRPC4 cation channel; Q9QUQ5; HEK293 TRPC4beta/mu-opioid, DAMGO-evoked Fluo4 calcium flux; active compounds read low; B-score at 10 µM; actives 0.39% (n = 300,000); AID 2247;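 active = B-score over 3 SD under the library average, no early fluorescence shift, positive overall ratio signal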
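Material: HEK293 cells with stable TRPC4beta plus mu-opioid receptor expression; probe or stimulus: DAMGO in two steps, submaximal then maximal; technique: Fluo4 calcium fluorescence by kinetic imaging, 5 s 1 Hz baseline; measure: integrated fluorescence ratio relative to baseline, converted to per-well B score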
HIF activator – HIF pathway transcriptional activation. U2OS HRE-luciferase reporter, luminescence; normalized: DMSO 0%, desferrioxamine 100%. activation, % at 7.5 µM (by protocol). actives 0.32% (n = 300,000);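 active = mean activation of at least 10% of the iron chelator positive control signal, with at least half of replicates also reaching 10%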
KLF5 inhibitor – inhibitors of KLF5 expression; DLD-1 KLF5 promoter-luciferase reporter, luminescence; actives 0.23% (n = 290,000); inhibition, % at 5 µM;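 active = inhibition above a per-plate limit of that plate's mean compound inhibition plus 3 SD, cut at about 60% in these data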;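 also: 0% = DMSO wells and 100% = LY294002 at 200 µM; higher means less KLF5 promoter-driven luciferase light; inactives centre near -14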
TRPC4 potent – allosteric potentiators of mouse TRPC4 channel. actives 0.42% (n = 310,000). AID 2227. Q9QUQ5. HEK293 TRPC4beta/mu-opioid, DAMGO EC20, Fluo-4 Ca2+ flux; active compounds read high. B-score at 10 µM;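 active = B-score of calcium response area above 5 SD of library B-scores, with initial fluorescence ratio within 5 SD of library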;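 also: B-score of integrated fluorescence ratio over time as area under calcium response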
aSyn 5UTR inh – MLPCN primary screen, SNCA 5' untranslated region | actives 0.82% (n = 300,000) | inhibition, % (tested at 7.5 µM) | alpha-synuclein 5'UTR reporter, inhibitor activity; in the data active = inhibition above about 60%;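 also: H4 neuroglioblastoma cells stably carrying SNCA 5'UTR luciferase fusion; 0% = DMSO wells and 100% = positive control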
SKKanGAS inh – inhibitors of SKKanGAS S. pyogenes growth in kanamycin (SK-promoter or general growth effect); actives 1.3% (n = 300,000); AID 1662; inhibition, % at 7.5 µM; BacTiter-Glo, 6 h;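 active = mean replicate score, as percent of positive control median, at least 50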;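 also: strain carries kanamycin resistance gene driven by streptokinase promoter and grows in 40 µg/ml kanamycin; loss of luminescence reflects streptokinase promoter inhibition or plain growth inhibition; 0% = median of DMSO wells and 100% = positive control at its reference dose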
IEC-6 cytotox – IEC-6 cytotoxicity, counter-screen for KLF5 inhibitors. luminescence viability. inhibition, % at 5 µM. actives 0.78% (n = 290,000). AID 1825; in the data active = inhibition above about 22%;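 also: 0% = plate median of test compound wells and 100% = cytotoxic reference compound wells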
TRPC6 act – mouse TRPC6 channel activation; B-score at 10 µM; Q61143; actives 0.13% (n = 310,000); HEK293-TRPC6 membrane potential dye fluorescence; active compounds read high;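 active = B-score of the integrated fluorescence ratio above library mean plus 3 SD, and starting fluorescence ratio within library mean plus 5 SD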;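 also: higher score means more depolarization so channel activation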
TRPC4 agonist – activators of mouse TRPC4 channel; Q9QUQ5; HEK293 TRPC4beta/mu-opioid, Fluo4 calcium fluorescence; active compounds read high; B-score at 10 µM; actives 0.49% (n = 310,000); AID 2237;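 active = B-score above 5 SD of library B-scores, and initial fluorescence ratio not above library mean plus 5 SD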;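 also: positive B-score marks a calcium rise read as TRPC4 activation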
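Assay system – TRPC4beta and mu-opioid receptor HEK293 stable cells · Measured by – Fluo4 fluorescence, kinetic · Schedule – dye loading 45 min room temperature, 110 s kinetic read · Read-out – B-scored integrated calcium fluorescence ratio · Controls – buffer and maximal DAMGO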
TRPC6 inh – blocks the mouse TRPC6 cation channel | actives 1.1% (n = 310,000) | Q61143 | AID 2553 | B-score at 10 µM | HEK293-TRPC6, membrane potential dye, ACh-evoked depolarization; active compounds read low;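 active = B-score under library mean minus 3 SD, initial fluorescence not abnormally high, positive integrated signal ratio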;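 also: B-score derived from integrated fluorescence ratio over the kinetic read; more negative B-score means stronger inhibition of depolarization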
MrgX1 antag – antagonists of human MrgX1 receptor. MRGX1-HEK293 calcium flux, Fluo-4, BAM8-22 antagonism; active compounds read low. AID 588676. actives 1.3% (n = 310,000). B-score at 10 µM. Q96LB2;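 active = calcium-response B-score plate-corrected more than 3 library SD below zero, starting fluorescence within 5 deviations, no agonist response on first addition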;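 also: peak minus trough fluorescence over baseline after final BAM8-22 challenge near maximal dose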
Target sequence (Q96LB2 whole entry, looked up): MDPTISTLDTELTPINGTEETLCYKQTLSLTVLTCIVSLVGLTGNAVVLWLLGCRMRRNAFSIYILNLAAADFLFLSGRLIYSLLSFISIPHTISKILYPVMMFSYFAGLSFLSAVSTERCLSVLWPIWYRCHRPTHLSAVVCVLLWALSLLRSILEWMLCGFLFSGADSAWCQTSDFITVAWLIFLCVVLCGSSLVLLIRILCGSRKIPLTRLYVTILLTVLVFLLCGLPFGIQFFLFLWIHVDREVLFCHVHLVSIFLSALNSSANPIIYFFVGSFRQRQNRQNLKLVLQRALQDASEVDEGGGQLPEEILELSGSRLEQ
* = called active by the depositor; i = inactive; nt = not tested or not shown.

SMILES	TRPC4 block	HIF activator	KLF5 inhibitor	TRPC4 potent	aSyn 5UTR inh	SKKanGAS inh	IEC-6 cytotox	TRPC6 act	TRPC4 agonist	TRPC6 inh	MrgX1 antag
O=c1oc2ccccc2cc1-c1csc(Nc2nc3c(F)cccc3s2)n1	i	0.4	-30	i	41	11	-11	i	i	i	i
CCOC(=O)Cc1csc(NC(=O)Cc2ccc([N+](=O)[O-])cc2)n1	i	-1.6	-14	i	17	4	2	i	i	i	i
Cc1ccc(NC(=O)c2oc3ccc(S(=O)(=O)N4CCC5(CC4)OCCO5)cc3c2C)cc1C	i	-1.0	-18	i	-18	15	-2	i	i	i	i
O=C(NCc1ccccn1)C(C(=O)c1cccc([N+](=O)[O-])c1)n1cc(Cl)ccc1=O (stereo unspecified)	i	2.4	-21	i	-18	-8	-6	i	i	i	i
O=S(=O)(NCCNc1ncc(C(F)(F)F)cc1Cl)C(F)(F)F	i	0.7	-55	i	-8	1	11	i	i	-5.3*	i
CC(=O)c1cccc(NC(=O)N2CCCC2C(=O)NCc2ccc3c(c2)OCO3)c1 (stereo unspecified)	i	0.4	-24	i	-19	-8	-6	i	i	i	i
Cc1ccccc1OCC(=O)Nc1nnc(-c2ccco2)s1	i	-0.2	-31	i	-41	1	4	i	i	i	i
CC(C)N(CCCNC(=O)c1ccc(CS(=O)(=O)c2c(Cl)cccc2Cl)o1)Cc1ccccc1	i	0.0	-11	i	7	-3	0	i	i	i	i
Cc1cc(C)cc(N(CC(=O)NC(C)(C)C)C(=O)CCC(=O)Nc2ccccn2)c1	i	0.6	-40	i	-5	3	-8	i	i	i	i
CCCCC(=O)NC(c1ccc(N(CC)CC)cc1)c1ccc2cccnc2c1O (stereo unspecified)	i	97*	68*	i	68*	44	11	i	i	i	i
COc1ccc(C)cc1NC(=O)C1CCCN(S(=O)(=O)c2cccc3nonc23)C1 (stereo unspecified)	i	-1.7	0	i	2	-8	-2	i	i	i	i
CCOC(=O)c1cnc2c(c(C)nn2C)c1Oc1ccc(OC)cc1	i	-0.2	-19	i	8	-2	-5	i	i	i	i
COc1cc(C)c(S(=O)(=O)N2CCOCC2)cc1C	i	-0.4	-4	i	7	-1	0	i	i	i	i
O=C(NC1CCCCC1)C(=S)N1CCCC1	i	-0.2	-14	i	-6	0	-5	i	i	i	i
Cn1c(SCC(=O)Nc2ccc(N3CCOCC3)cc2)nnc1-c1ccccc1	i	0.2	-1	i	-19	-5	4	i	i	i	i
CCC(=O)N1CCN=C1SCc1cc(C)ccc1C	i	-2.5	-17	i	5	0	-9	i	i	i	i
Cn1c(CN2CCOCC2)nc2cc(NC(=O)c3ccc(F)cc3)ccc21	i	2.1	-29	i	-54	-3	1	i	i	i	i
CO/N=C(\C)C(Cc1ccc(Cl)nc1)Cc1ccc(Cl)nc1	i	-16	-23	i	-12	7	-3	i	i	i	i
N#Cc1c(F)cccc1N1CCC(C#N)CC1	i	-0.7	-6	i	29	9	7	i	i	i	i
CSc1cccc(NC(=O)CSc2nnc(C)s2)c1	i	0.0	-18	i	1	0	2	i	i	i	i
O=C(O)c1cccc2c1C(=O)c1ccccc1C2=O	i	-0.1	-23	i	10	0	-8	i	i	i	i
CCNC(=S)NS(=O)(=O)c1ccc(C)cc1	i	0.2	-7	i	0	3	2	i	i	i	i
CCOP(=O)(OCC)/C(C#N)=C(\O)c1ccc(OC)cc1	i	0.2	-14	i	20	-3	2	i	i	i	i
COc1cccc(NC(=O)COC(=O)C2C3CC4OC(=O)C2C4C3)c1 (stereo unspecified)	i	-0.2	-43	i	7	-7	1	i	i	i	i
CC(=O)Nc1ccc(OS(=O)(=O)c2ccc(Cl)cc2)cc1	i	-0.1	-30	i	-43	-11	3	i	i	i	i
CCOC(=O)c1c(Nc2ccccc2N)cc(C)nc1C	i	0.0	5	i	13	nt	0	i	i	i	i
Cn1cc(-c2ccccc2C(N)=O)c(=O)c2ccccc21	i	-0.1	-44	i	7	-3	-2	i	i	i	i
Cc1nnc(NC(=O)CSc2ccccn2)s1	i	-0.4	-7	i	-20	nt	-5	i	i	i	i
COc1ccccc1C(c1nnnn1CCc1ccccc1)N1CCN(c2ccccc2)CC1 (stereo unspecified)	i	-1.1	-5	i	4	11	-8	i	i	i	i
CCC(=O)N1c2ccccc2C(N(C(=O)CC)c2ccccc2)CC1C (stereo unspecified)	i	-0.5	-7	i	-36	2	11	i	i	i	i

Part of the list above, with values under each structure:
The line under a structure holds: TRPC4 block, HIF activator, KLF5 inhibitor, TRPC4 potent, aSyn 5UTR inh, SKKanGAS inh, IEC-6 cytotox, TRPC6 act, TRPC4 agonist, TRPC6 inh, MrgX1 antag
- O=S(=O)(NCCNc1ncc(C(F)(F)F)cc1Cl)C(F)(F)F
→ i, 0.7, -55, i, -8, 1, 11, i, i, -5.3*, i
- COc1ccccc1C(c1nnnn1CCc1ccccc1)N1CCN(c2ccccc2)CC1 (stereo unspecified)
→ i, -1.1, -5, i, 4, 11, -8, i, i, i, i
- Cn1c(SCC(=O)Nc2ccc(N3CCOCC3)cc2)nnc1-c1ccccc1
→ i, 0.2, -1, i, -19, -5, 4, i, i, i, i
- Cc1nnc(NC(=O)CSc2ccccn2)s1
→ i, -0.4, -7, i, -20, nt, -5, i, i, i, i
- CSc1cccc(NC(=O)CSc2nnc(C)s2)c1
→ i, 0.0, -18, i, 1, 0, 2, i, i, i, i
- Cn1cc(-c2ccccc2C(N)=O)c(=O)c2ccccc21
→ i, -0.1, -44, i, 7, -3, -2, i, i, i, i

Next part
SMILES	TRPC4 block	HIF activator	KLF5 inhibitor	TRPC4 potent	aSyn 5UTR inh	SKKanGAS inh	IEC-6 cytotox	TRPC6 act	TRPC4 agonist	TRPC6 inh	MrgX1 antag
CCNC(=O)c1ccc(C2SCC(=O)N2CCc2ccccc2)cc1 (stereo unspecified)	i	-0.4	20	i	8	-9	2	i	i	i	i
O=C(Nc1sc2c(c1-c1nc3ccccc3[nH]1)CCCC2)C1CCCC1	i	0.0	6	i	-42	9	4	i	i	i	i
CCCN(CC(=O)Nc1ccccc1OC)C(=O)c1cc(-c2cccs2)nn1-c1ccccc1	i	0.2	nt	i	12	23	nt	i	i	i	i
O=C(CBr)c1ccc([N+](=O)[O-])c(CS(=O)(=O)c2ccc(Cl)cc2)c1	i	-0.6	-20	i	-24	5	-4	i	i	i	i
Cc1nnc(-c2cnn(-c3ccccc3)c2N)n1Cc1ccc(F)cc1	i	0.0	-2	i	2	-3	-2	i	i	i	i
CCOP(=O)(Cc1ccc(C(C)(C)CC(C)=O)o1)OCC	i	0.4	-10	i	19	12	-5	i	i	i	i
CCOC(=O)c1cn[nH]c1NC(=S)Nc1ccc(Cl)cc1	i	1.7	-128	i	-66	44	-3	i	i	i	i
CCOC(=O)N1CCN(Cc2nc3cc([N+](=O)[O-])ccc3n2C)CC1	i	-0.1	-28	i	4	3	-1	i	i	i	i
O=C(CN1CCN(S(=O)(=O)c2ccc(F)cc2)CC1)c1ccc(O)c(O)c1	i	-0.5	-41	i	-17	3	1	i	i	i	i
CCCC(=O)c1ccc(N2CCCC2)c(F)c1	i	3.8	-4	i	-139	-3	2	i	i	i	i
Cc1ccccc1Cc1ccc(Cl)nn1	i	-0.4	-3	i	-5	17	-4	i	i	i	i
CCCCC(=O)Nc1nnc(C)s1	i	-0.2	-12	i	-4	-1	-5	i	i	i	i
CCC(=O)NC(=S)Nc1cccc(Cl)c1N1CCCC1	i	0.3	9	i	31	-6	2	i	i	i	i
O=C(O)CCCCCN1C(=O)CCC1=O	i	0.5	5	i	6	0	8	i	i	i	i
O=C(CN1CC(=O)Oc2ccccc21)OCC(=O)c1ccccc1	i	5.3	12	i	-100	9	1	i	i	i	i
CC(C)C(=O)N1CCc2cc(-c3csc(N)n3)ccc21	i	nt	-13	i	-49	7	-4	i	i	i	i
Cc1cccc(-n2cc(CN3CCN(Cc4nccn4C)CC3)c(-c3cccc(F)c3)n2)c1	i	0.5	-39	i	-51	-5	2	i	i	i	i
Cc1nn(CC(=O)NCc2ccccc2)c(=O)c2cccn12	i	0.3	-37	i	-6	-1	-4	i	i	i	i
CCOC(=O)c1ccc(-c2ccc3c(=O)c4ccccc4n(C)c3c2)cc1F	i	2.2	-19	i	-25	65*	9	i	i	i	i
CCOC(=O)c1cc(-c2ccccc2)sc1NC(=O)C(C)Sc1nnc(N)s1 (stereo unspecified)	i	0.4	-9	i	43	10	-3	i	i	i	i
O=C(Nc1ccc(Cl)cc1)OCc1ccccn1	i	6.0	-69	i	-134	-7	0	i	i	i	i
CCC12CN3CC(CC)(CN(C1)C3c1ccc([N+](=O)[O-])o1)C2=O (stereo unspecified)	i	-0.1	-18	i	14	-11	-7	i	i	i	i
CC(C)NC(=O)CSCc1c(Cl)cccc1Cl	i	-1.6	-38	i	-10	-1	2	i	i	i	i
CCC(=O)c1ccccc1OCCCN1CCC(Cc2ccccc2)CC1	i	0.0	-14	i	-1	-3	3	i	i	-6.5*	-5.6*
CC(C)CN(C(=O)CCc1ccccc1Cl)c1c(N)n(Cc2ccccc2)c(=O)[nH]c1=O	i	-0.5	nt	i	-2	-7	nt	i	i	i	i
Cc1ccc(C(=O)Nc2ccc(C(=O)N/N=C/c3ccncc3)cc2)cc1	i	0.4	-13	i	-7	-9	-3	i	i	i	i
Cn1c(=O)[nH]c(=O)c2c1nc(NCCCn1ccnc1)n2CCOc1ccccc1	i	-0.1	-2	i	17	-2	1	i	i	i	i
S=C(Nc1ccccc1Cl)N1CCCC1	i	0.1	11	i	-16	6	0	i	i	i	i
O=C(OCC(=O)N1CCCC1)c1ccc(O)cc1	i	0.3	-18	i	-32	7	-9	i	i	i	i
NC(=O)CC[C@@H]1NC(=O)[C@H](CO)NC(=O)c2cc([N+](=O)[O-])cc(I)c2NCCCC[C@@H](C(N)=O)NC(=O)[C@H](Cc2ccc(O)cc2)NC1=O	i	0.3	10	i	5	-2	-1	i	i	i	i
CN(C)c1ccc(CNn2cnnc2SCc2ccc(F)cc2)cc1	i	0.2	-14	i	-18	2	-5	i	i	i	i
CCN(CC)S(=O)(=O)c1ccc(S(=O)(=O)N2CCC(N3CCCCC3)CC2)cc1	i	-0.1	-15	i	3	-1	0	i	i	i	i
O=C(NNC(=O)c1cc(-c2cccc(Br)c2)nc2ccccc12)c1csc(N2CCOCC2)n1	i	-0.2	nt	i	-5	56*	nt	i	i	i	i

Screening data: PubChem, several laboratories
